Source: PubChem (Broad Institute)
PglD inh – blocks C. jejuni PglD acetyltransferase activity; purified PglD enzyme, DTNB colorimetric CoA detection; inhibition, % at 12.5 µM; 360,000 tested, 0.098% active; AID 602405; in the data active = inhibition above about 16%, passing the limit was not always enough; inconclusive = no clear call, values can overlap the other calls; note: strong numbers were not always called active
DENV2 CPE – DENV2-induced cell death inhibition. DENV2-infected cells, cytopathic effect rescue, plate reader. CPE inhibition, % at 9.99 µM. 350,000 tested, 1.7% active; in the data active = CPE inhibition above about 20%, passing the limit was not always enough; inconclusive = no clear call, values can overlap the other calls; tested in BHK-21 cells;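 note: 0% = median of neutral control wells and 100% = median of positive control wells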
S100A4 MyoIIA – blocks human S100A4 binding to myosin IIA peptide | P26447 | S100A4/TAMRA-MyoIIA peptide fluorescence polarization | inhibition, % at 10.7 µM | 360,000 tested, 0.14% active | AID 652163;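 active = mean inhibition of at least 70% across replicates, with every replicate also reaching that level; inconclusive = mean inhibition reaches 70% but some replicates fall short; inactive = mean inhibition below 70%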
Target sequence (P26447 whole entry, looked up): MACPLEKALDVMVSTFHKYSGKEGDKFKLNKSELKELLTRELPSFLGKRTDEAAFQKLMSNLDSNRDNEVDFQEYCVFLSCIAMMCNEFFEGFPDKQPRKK
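System – human S100A4 monomer protein, biochemical binding assay · Buffer or medium – Calcium-containing HEPES buffer, pH 7.2 · Timing – 5 min between mix addition and reading · Also added – TAMRA-labelled myosin IIA heavy-chain peptide probe, 5 nM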
SIRT5 inh – blocks human SIRT5 desuccinylation of peptide; 330,000 tested, 1.1% active; Purified SirT5, succinyl-peptide AMC, trypsin-coupled fluorescence; inhibition, % at 15 µM; Q9NXA8; in the data active = inhibition above about 15%; inconclusive = no clear call, values can overlap the other calls
Target sequence (Q9NXA8 whole entry, looked up): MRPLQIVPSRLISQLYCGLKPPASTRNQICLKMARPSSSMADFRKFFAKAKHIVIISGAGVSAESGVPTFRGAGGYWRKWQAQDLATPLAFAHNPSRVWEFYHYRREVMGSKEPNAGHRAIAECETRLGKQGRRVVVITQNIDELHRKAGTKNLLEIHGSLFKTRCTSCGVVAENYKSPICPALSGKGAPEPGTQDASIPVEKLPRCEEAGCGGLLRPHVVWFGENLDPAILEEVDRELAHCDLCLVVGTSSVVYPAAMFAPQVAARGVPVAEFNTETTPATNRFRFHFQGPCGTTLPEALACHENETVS
C2C12 statin – suppressors of simvastatin-induced myotoxicity in C2C12 myotubes; ATP luminescence, 48 h; scaled: DMSO 0, geranylgeraniol control 100; rescue of ATP level, % at 7.49 µM; 330,000 tested, 0.78% active;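 active = mean ATP rescue above about 67%, or every replicate alone reaching that limit, limit read from the data, passing the limit was not always enough; inconclusive = no clear call, values can overlap the other calls; inactive = mean under the limit and some replicate under it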;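 note: myotubes were challenged with 10 µM simvastatin during compound exposure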
ERp5 inh – ERp5 (human) disulfide isomerase inhibition. Q15084. ERp5 insulin aggregation, absorbance 650 nm, 90 min. inhibition, % at 9.99 µM. 350,000 tested, 0.05% active. AID 651711;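 active = mean replicate inhibition above about 25%, with every replicate also reaching it, limit read from the data, passing the limit was not always enough; inconclusive = only one of those two criteria met; inactive = neither criterion met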
E-selectin induc – induces E-selectin expression in human endothelial cells | P16581 | HUVEC E-selectin immunofluorescence imaging; normalized: neutral wells 0, TNF-alpha wells 100 | activation, % at 7.58 µM | 260,000 tested, 0.37% active | AID 686992;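 active = mean E-selectin-positive cell signal at least 10% of the positive control, reached in at least 60% of replicates, without over 20% cell loss; inconclusive = no rule given, readout overlaps actives, possibly toxicity-flagged; inactive = the rest, including those meeting only one limit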;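 note: in these data hits start at about 27%; measured in HUVEC primary endothelial cells; signal is the percent of cells scored E-selectin positive by PE staining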
Target sequence (P16581 whole entry, looked up): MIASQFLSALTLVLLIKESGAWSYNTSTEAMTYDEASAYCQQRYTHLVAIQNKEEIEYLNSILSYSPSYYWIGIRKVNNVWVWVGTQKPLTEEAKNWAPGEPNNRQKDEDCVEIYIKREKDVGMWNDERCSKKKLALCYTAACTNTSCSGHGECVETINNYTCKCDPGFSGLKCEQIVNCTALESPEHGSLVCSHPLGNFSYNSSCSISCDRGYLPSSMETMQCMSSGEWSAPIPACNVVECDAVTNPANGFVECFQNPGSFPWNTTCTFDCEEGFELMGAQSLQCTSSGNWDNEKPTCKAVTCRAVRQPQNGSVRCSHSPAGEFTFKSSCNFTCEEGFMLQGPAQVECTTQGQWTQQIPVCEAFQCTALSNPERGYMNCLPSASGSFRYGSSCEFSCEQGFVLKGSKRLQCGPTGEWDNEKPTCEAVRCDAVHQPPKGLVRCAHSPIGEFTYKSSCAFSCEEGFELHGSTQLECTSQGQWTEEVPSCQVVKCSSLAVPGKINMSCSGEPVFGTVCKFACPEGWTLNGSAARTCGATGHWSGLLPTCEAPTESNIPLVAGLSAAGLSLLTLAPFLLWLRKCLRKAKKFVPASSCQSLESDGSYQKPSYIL
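Test system: HUVEC | Signal: Immunofluorescence imaging | Read-out: Percent E-selectin-positive cells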
* marks the source's active call; other numbers are inactive results; ? = inconclusive; . = not tested or not shown; & = joins results of further samples. Only part of the results is shown; rates above refer to the full screens.

Sample of the layout, 3 compounds:
SMILES | PglD inh | DENV2 CPE | S100A4 MyoIIA | SIRT5 inh | C2C12 statin | ERp5 inh | E-selectin induc
CN1[C@H](C(=O)NCC2CCCCC2)[C@@H](CO)[C@@H]2Cn3c(cccc3=O)[C@@H]21 | 0 | 12 | 2 | 5 | -6 | -10 | 0.1
CC(C)(C)NC(=O)COC(=O)Cc1ccc(Cl)cc1 | 7 | . | . | . | -4 | . | -1.0
COc1ccc(C(C)=O)cc1CSc1ccc(S(=O)(=O)N2CCOCC2)cn1 | 2 | -6 | -3 | 0 | 0 | -2 | .

All compounds of this part, from the start:
SMILES | PglD inh | DENV2 CPE | S100A4 MyoIIA | SIRT5 inh | C2C12 statin | ERp5 inh | E-selectin induc
CN1[C@H](C(=O)NCC2CCCCC2)[C@@H](CO)[C@@H]2Cn3c(cccc3=O)[C@@H]21 | 0 | 12 | 2 | 5 | -6 | -10 | 0.1
CC(C)(C)NC(=O)COC(=O)Cc1ccc(Cl)cc1 | 7 | . | . | . | -4 | . | -1.0
COc1ccc(C(C)=O)cc1CSc1ccc(S(=O)(=O)N2CCOCC2)cn1 | 2 | -6 | -3 | 0 | 0 | -2 | .
C[C@H](CO)N1C[C@H](C)[C@H](CN(C)C(=O)Nc2ccc(C(F)(F)F)cc2)Oc2ccc(NC(=O)Cn3cnnn3)cc2C1=O | 3 | -17 | -3 | . | 29 | -1 | -1.7
Cc1ccc(C(=O)NCC(=O)Nc2ccc3c(c2)CCC3)cc1 | 4 | -4 | -2 | 0 | -10 | 3 | -0.1
C[C@@H]1CCCCO[C@@H](CN(C)S(=O)(=O)c2ccc(Cl)cc2)[C@H](C)CN([C@@H](C)CO)C(=O)c2cc(NC(=O)Nc3ccc(C(F)(F)F)cc3)ccc2O1 | 0 | 35* | . | . | . | . | 0.4
C[C@H](CO)N1C[C@H](C)[C@H](CN(C)C)Oc2cc(C#Cc3ccncc3)ccc2S1(=O)=O | 1 | ? | 13 | 0 | 10 | 0 | -0.5
O=C1NC(=O)C2(CCCC2C(=O)O)N1 (stereo not given) | 1 | -2 | -4 | -3 | -2 | 0 | .
O=C(Nc1cccc(Oc2ccccc2)c1)c1ccc(-n2cncn2)c2ccoc12 | 6 | 0 | -1 | 1 | -5 | 11 | 0.1
C[C@H]1CN([C@@H](C)CO)S(=O)(=O)c2ccc(C#CC3CC3)cc2O[C@@H]1CN(C)Cc1cccc(F)c1 | -9 | -11 | 3 | 2 | -13 | 2 | .
CCC1=C(OC(=O)N(CC)CC)N2C(=O)OC(=NCCc3c[nH]c4ccccc34)[C@]2(C)[C@H]2C1=CC[C@H]1C(=O)N(C)C(=O)[C@H]12 | 3 | -11 | 5 | . | -2 | -1 | 0.5
CCCN(CCC)Cc1cc(=O)oc2cc(OC)c(Cl)cc12 | 3 | 1 | -3 | 1 | -4 | -8 | -0.1
O=S(=O)(c1ccccc1F)N1CC[C@@H]2[C@@H](CO)Nc3ccc(-c4ccc(F)cc4)cc3[C@@H]21 | -2 | . | 6 | . | 8 | 7 | 0.4
CN1CCCCC(NC(=O)c2ccc3ccccc3c2)C1=O (stereo not given) | . | 0 | 1 | . | . | -5 | -0.3
COC(=O)c1ccc(NC(=S)NC(=O)C2CCC2)cc1 | -1 | -5 | -2 | -5 | . | 1 | -0.1
O=C(NCC(F)(F)F)c1nn(Cc2ccccc2)c(=O)c2ccccc12 | 0 | 7 | 2 | 1 | 2 | -3 | 2.2
COC(=O)C[C@@H]1CC[C@H]2[C@@H](COc3ccc(NC(=O)Nc4ccccc4C)cc3C(=O)N2C)O1 | -1 | -5 | -3 | -4 | 3 | 2 | 0.0
C[C@H]1COC(=O)[C@@H](Cc2ccc(F)cc2)C/C=C\C[C@H](CC(=O)N(CCO)Cc2ccccc2)C(=O)N1 | 1 | 2 | -3 | 1 | 9 | -4 | 0.1
C[C@@H]1CN([C@@H](C)CO)S(=O)(=O)c2ccc(C#CCN(C)C)cc2O[C@@H]1CN(C)Cc1cccnc1 | 2 | -11 | -8 | -2 | -17 | 0 | 0.7
Cc1cccc(C)c1NC(=O)CSc1nnc(-c2cccnc2)o1 | . | -2 | 0 | 0 | . | 3 | .
CC(C)C#Cc1cnc2c(c1)C(=O)N([C@@H](C)CO)C[C@@H](C)[C@H](CN(C)Cc1ccc3c(c1)OCO3)O2 | 2 | 2 | 2 | 1 | 48 | -7 | -0.2
COc1ccccc1C1=CC(=O)C[C@H](c2ccc(Cl)cc2)C1 | 9 | 4 | -1 | 14 | 2 | 3 | 0.4
O=C(C[C@H]1C[C@@H]2c3cc(NC(=O)Nc4ccc(C(F)(F)F)cc4)ccc3O[C@@H]2[C@H](CO)O1)NC1CCCCC1 | -2 | 0 | -28 | -1 | -88 | 3 | 0.4
CCc1ccccc1Nc1nc(-c2cccnc2)cs1 | -5 | -5 | -2 | -1 | -39 | 2 | .
CC(C)C1CC(CCN)(Cc2ccccc2)CCO1 (stereo not given) | . | 3 | -1 | -4 | . | -3 | .
O=C(CN(CCO)Cc1ccccc1)N1CCN(S(=O)(=O)c2ccccc2)CC1 | -12 | -1 | 0 | . | -13 | 0 | 0.5
COC(=O)c1cccc(CN2C(=O)C(C)Sc3ccc(C(C)=O)cc32)c1 (stereo not given) | -1 | 5 | -2 | . | -8 | -5 | 0.1
Clc1ccc(-c2cn(-c3nc4ccccc4s3)nn2)cc1 | . | 19 | -6 | -3 | . | -3 | 0.1
CC(C)c1ccc(NC(=O)C2CCCN(S(=O)(=O)c3cccnc3)C2)cc1 (stereo not given) | 11 | -1 | -1 | -3 | -11 | -5 | .
Cc1cccc(C(O)c2ncc(-c3ccccc3Cl)[nH]2)c1C (stereo not given) | -3 | 1 | 10 | . | 21 | -8 | 0.5
Cc1ccc(C(=O)C2=C(O)C(=O)N(Cc3ccco3)C2c2cccc(Br)c2)o1 (stereo not given) | 6 | 16 | -2 | 5 | 5 | -4 | -0.9
COc1ccc(S(=O)(=O)N2CCCC(C(=O)NCc3ccco3)C2)cc1OC (stereo not given) | 1 | 1 | 3 | -6 | 19 | 4 | -0.2
CCOC(=O)C1CCN(C(=O)C2CCN(S(=O)(=O)CC)CC2)CC1 | 0 | -4 | 4 | -2 | 4 | 9 | .
O=C(CNC(=O)N1CC(=O)Nc2ccccc21)NCc1cccc(Cl)c1 | -2 | 14 | 3 | -2 | 12 | -1 | .
C[C@@H](NC(=O)[C@@H]1[C@@H](CO)[C@@H]2Cn3c(ccc(-c4ccncc4)c3=O)[C@@H]2N1C)c1ccccc1 | 4 | -2 | 0 | -2 | -17 | -3 | -0.6
CSc1ccccc1C(=O)NCc1ccccc1C | 7 | -4 | 4 | -4 | 12 | 13 | 0.4
CN(Cc1ccccc1)C(=O)COC(=O)CN1C(=O)c2ccccc2C1=O | 6 | -6 | -6 | -4 | 0 | -1 | .
COC(=O)[C@]12C[C@H](CC(=O)N3CCOCC3)C(=O)N(Cc3ccccc3)C1=C[C@H](C(C)C)O[C@@H]2C1CC1 | . | ? | 3 | . | . | -5 | -0.1
CC1(C)Cc2ccccc2-c2[nH]c(=S)[nH]c(=O)c21 | 1 | 7 | 1 | -2 | 6 | 0 | -0.4
OC[C@H]1[C@@H](c2ccc(-c3ccccc3)cc2)[C@@H]2CN(Cc3ccccn3)CCCCN12 | 7 | -7 | 2 | 0 | . | 1 | -0.2
COc1ccccc1-c1nc2cc(Cl)ccc2c(=O)n1O | -3 | -4 | -5 | -3 | 6 | -12 | .
Cc1ccc(S(=O)(=O)Nc2cccc3c2O[C@@H](CN(C)S(=O)(=O)c2cccs2)[C@@H](C)CN([C@@H](C)CO)C3=O)cc1 | -4 | . | -1 | 5 | -22 | -2 | 0.2
O=C(NC(=S)Nc1ccccc1C(=O)O)c1cncc(Br)c1 | 4 | 9 | -18 | -1 | 4 | 4 | 0.6
Cc1ccc(NS(=O)(=O)c2ccc(Cl)c(C(=O)Nc3cccc(C(=O)O)c3)c2)cc1 | -2 | -2 | 5 | -4 | 1 | 0 | -0.1
O=C(O)[C@H]1CCCN1S(=O)(=O)c1cccc2cccnc12 | 0 | 3 | -7 | . | -9 | 4 | -0.2
CC(C)Oc1ccc(S(=O)(=O)N2CCOCC2)cc1NC(=O)C1CCC1 | . | 2 | 3 | 10 | . | -3 | 0.4
COc1ccc(NC(=O)N(C)C[C@H]2Oc3c(NC(=O)c4ccncc4)cccc3C(=O)N([C@H](C)CO)C[C@@H]2C)cc1 | 3&0 | -7&1 | -1&-7 | 0&-4 | -25&0 | -1&5 | -0.2&0.2
Cc1ccc(C(=O)c2ccc(CC(=O)O)n2C)cc1 | 0 | 6 | 5 | 3 | 8 | 2 | 0.6
CCOC(=O)c1cc(-c2ccccc2)nc2ccc(C)cc12 | 5 | -8 | -1 | 2 | -36 | 2 | .
CC(Sc1nnc(C2CC2)n1C1CC1)C(=O)Nc1cccc(S(=O)(=O)N2CCOCC2)c1 (stereo not given) | 9 | 2 | 2 | -1 | 13 | 7 | .
C[C@H](CO)N1C[C@H](C)[C@H](CN(C)C(=O)CC2CC2)Oc2cc(C#CCC3CCCC3)ccc2S1(=O)=O | 3 | 7 | -47 | 5 | 7 | -4 | 0.0
C/C(=N\NC(=S)NC1CCCCC1)c1ccc(C#N)cc1 | 3 | -12 | -8 | -2 | -2 | -4 | -1.5
Brc1ccccc1C1=Nn2c(nnc2-c2ccco2)SC1 | -5 | 2 | 8 | -2 | . | 0 | 1.2
Oc1c(C(c2ccccn2)N2CCC(Cc3ccccc3)CC2)cc(Cl)c2cccnc12 (stereo not given) | . | -1 | 4 | -2 | . | -1 | .
COc1cc(C(=O)N2CCN(C(=O)c3ccco3)CC2)c([N+](=O)[O-])cc1OC | . | 5 | -6 | 1 | . | -1 | -0.1
CN(C(=O)CC1C(=O)NCCN1Cc1cccc(F)c1F)C1CC(C)(C)NC(C)(C)C1 (stereo not given) | -2 | -4 | 5 | 0 | . | 1 | .
O=C(O)COc1ccc2occ(C(=O)c3ccccc3)c2c1 | -4 | . | 1 | . | -8 | . | .
CCOc1ccc2nc(NCCNC(=O)c3cc(OC)c(OC)c(OC)c3)c(C#N)cc2c1 | . | ? | -1 | 0 | . | 2 | 0.4
CSc1ccccc1NC(=O)CN1C(=O)C2CC=CCC2C1=O (stereo not given) | -3 | -8 | -1 | 0 | -3 | 4 | .
CCCCCn1c(CN2CCCCC2CC)nc2c1c(=O)n(C)c(=O)n2C (stereo not given) | 1 | 0 | 2 | 4 | 18 | -6 | -0.1
(list continues)
SMILES | PglD inh | DENV2 CPE | S100A4 MyoIIA | SIRT5 inh | C2C12 statin | ERp5 inh | E-selectin induc
O=C(Nc1ccc(N2CCOCC2)cc1)c1ccc(S(=O)(=O)NCc2ccco2)cc1 | 0 | -1 | -5 | -2 | -4 | 2 | .
COc1ccc(CNC(=O)C(=O)NCC2OCCN2S(=O)(=O)c2ccc(C)cc2)cc1 (stereo not given) | 4 | 9 | 6 | 3 | . | 1 | .
O=C(CC1C[C@H](C(=O)N2CCOCC2)[C@@]2(CCC3CCCC3)c3[nH]c4ccccc4c3CCN2C1=O)NCCc1ccccn1 (stereo not given in full) | 0 | 1 | 5 | -2 | 9 | 0 | 0.9
CC(C)OC(=O)N(C)C[C@@H]1OCc2ccccc2-c2ccccc2C(=O)N([C@H](C)CO)C[C@@H]1C | -2 | 1 | -17 | -4 | 12 | -4 | -0.3
Cc1ccc(NC(=O)CC(N)=S)cc1 | . | -4 | 1 | -1 | . | 0 | 0.7

Part of the list above in order of count of non-hydrogen atoms, highest first:
SMILES | PglD inh | DENV2 CPE | S100A4 MyoIIA | SIRT5 inh | C2C12 statin | ERp5 inh | E-selectin induc
CC(C)OC(=O)N(C)C[C@@H]1OCc2ccccc2-c2ccccc2C(=O)N([C@H](C)CO)C[C@@H]1C | -2 | 1 | -17 | -4 | 12 | -4 | -0.3
COc1ccc(CNC(=O)C(=O)NCC2OCCN2S(=O)(=O)c2ccc(C)cc2)cc1 (stereo not given) | 4 | 9 | 6 | 3 | . | 1 | .
Cc1ccc(NC(=O)CC(N)=S)cc1 | . | -4 | 1 | -1 | . | 0 | 0.7
